EPAC2 ag: qHTS for Agonist of cAMP-regulated guanine nucleotide exchange factor 4 (EPAC2): primary screen. AID 720711, 2013. Rap guanine nucleotide exchange factor 4 (Homo sapiens), Q8WZA2. Potency, µM (series often up to 154 µM), for the others: at the highest dose activation, most hits filed as activators. EPAC2 activation, biochemical qHTS; response scale: 100% = 6.5 mM cAMP response. hit rate 0.079% among 360,000; also: nearly all actives have a fitted effect of over 50% in size
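qHTS, titration series. 100 nM EPAC2 / 250 nM Rap1B-BODIPY-GDP / 50 uM GDP; RT; ex 480/em 540 nm, 5-min reads to 30 min. Norm. to 6.5 mM cAMP = activation.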
TDP-43 yeast inh: qHTS of TDP-43 Inhibitors | TDP-43 expressing yeast growth rescue, BacTiter-Glo, 24 h | Potency, µM (top dose mostly 46.1 µM), for the others: at the highest dose growth rescue (activation), usual class: activators | hit rate 1.8% among 410,000 | AID 652104, 2013; also: % of control where 0% means no effect; nearly all actives have a fitted effect of over 50% in size
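Yeast expressing TDP-43 (pregrown in raffinose, seeded at OD600=0.02 in galactose medium) exposed to compounds 24 hr at 30 deg C. Growth read by BacTiter-Glo luminescence; rescue of toxicity appears as increased signal.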
EPAC1 agonist: qHTS for Agonist of cAMP-regulated guanine nucleotide exchange factor 3 (EPAC1): primary screen | Rap guanine nucleotide exchange factor 3 (Homo sapiens), O95398 | EPAC1 agonist qHTS, biochemical assay; response scale: 100% = response to 6.5 mM cAMP | Potency, µM (doses to about 154 µM), inactives show at the highest dose activation, usual class: activators | hit rate 0.073% among 360,000; also: nearly all actives have a fitted effect of over 60% in size
Target sequence (O95398 whole entry, looked up): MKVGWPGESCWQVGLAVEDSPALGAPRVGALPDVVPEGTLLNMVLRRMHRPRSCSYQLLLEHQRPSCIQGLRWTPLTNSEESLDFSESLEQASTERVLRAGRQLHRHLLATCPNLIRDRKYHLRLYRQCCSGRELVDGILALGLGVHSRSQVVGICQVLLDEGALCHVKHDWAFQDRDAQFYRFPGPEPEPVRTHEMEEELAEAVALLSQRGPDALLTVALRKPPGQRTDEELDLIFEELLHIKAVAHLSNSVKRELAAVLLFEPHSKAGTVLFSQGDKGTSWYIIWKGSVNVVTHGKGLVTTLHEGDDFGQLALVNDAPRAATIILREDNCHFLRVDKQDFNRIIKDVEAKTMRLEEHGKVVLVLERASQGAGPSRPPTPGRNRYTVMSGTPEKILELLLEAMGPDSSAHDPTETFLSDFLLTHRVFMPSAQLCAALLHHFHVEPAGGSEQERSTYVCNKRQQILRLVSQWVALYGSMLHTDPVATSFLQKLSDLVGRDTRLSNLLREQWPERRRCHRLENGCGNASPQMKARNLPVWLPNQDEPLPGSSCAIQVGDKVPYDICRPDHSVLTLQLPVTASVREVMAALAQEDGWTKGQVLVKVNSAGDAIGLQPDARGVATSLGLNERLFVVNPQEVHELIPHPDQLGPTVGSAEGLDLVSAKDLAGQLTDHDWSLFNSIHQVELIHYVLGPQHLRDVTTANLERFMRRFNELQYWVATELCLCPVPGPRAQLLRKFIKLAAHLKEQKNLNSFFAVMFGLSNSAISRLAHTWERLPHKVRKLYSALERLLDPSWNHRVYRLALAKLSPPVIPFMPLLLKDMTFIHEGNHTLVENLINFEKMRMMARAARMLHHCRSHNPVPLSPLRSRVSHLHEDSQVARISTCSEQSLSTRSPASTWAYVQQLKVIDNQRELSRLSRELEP
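Nucleotide exchange assay: 100 nM EPAC1 with 250 nM Rap1B loaded with BODIPY-GDP and 50 uM GDP, room temperature. Fluorescence (480/540 nm) read every 5 min for 30 min; signal change normalized to 6.5 mM cAMP as full agonist.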
PTHR1 agonist: qHTS for PTHR1 Agonists: Primary Screen; HEK293 GP2 PTHR1 cells, GloSensor cAMP luminescence, 1 h; hit rate 0.075% among 410,000; Potency, µM (series often up to 115 µM), inactives show top-dose activation, actives largely listed as activators; Parathyroid hormone/parathyroid hormone-related peptide receptor (Homo sapiens), Q03431; also: nearly all actives have a fitted effect of over 55% in size; some results filed as inactive show a strong effect at the top dose; inactives centre near -15; many of its hits are not listed in these tables
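HEK-293-derived GP2 cells expressing PTHR1 and a GloSensor cAMP reporter, 3,000/well, plated overnight, given luciferin plus IBMX (each 0.5 mM as added) for 1 h at 37 °C, then compound for 1 h at 37 °C. Luminescence was read after 15 min at room temperature.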
FUS suppressor: qHTS for Suppressors of FUS Proteinopathy: Primary screen using FUS-linked yeast assay; S. cerevisiae FUS-expressing, growth rescue, OD600, 24 h; Potency, µM (series often up to 76.6 µM), for the others: at the highest dose growth rescue (activation), most hits filed as activators; hit rate 0.24% among 390,000; AID 1347120, 2019;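 also: plate controls were DMSO vehicle for no effect and reference control for full effect; nearly all actives have a fitted effect of over 55% in size; some results filed as inactive show a strong effect at the top dose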
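FUS-expressing yeast, raffinose-pregrown, induced in 2% galactose minimal medium at OD 0.005; compounds in a dilution series, 24hr at 30C. Growth restoration read as absorbance at 600 nm. CP55940 positive control, DMSO negative.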
EPAC2 antagonist: qHTS for Antagonist of cAMP-regulated guanine nucleotide exchange factor 2 (EPAC2): primary screen | EPAC2 GEF exchange of Rap1B-BODIPY-GDP, fluorescence | Potency, µM (titrated, usually from 114 µM), inactives show top-dose activity, negative = inhibition, hits mostly inhibitors | hit rate 0.18% among 360,000; also: % is scaled to controls: 0 for no effect and ±100 for the full control effect; nearly all actives have a fitted effect of over 45% in size; many of its hits are not listed in these tables
aSyn rescue: qHTS of alpha-syn Inhibitors | Yeast expressing alpha-synuclein, growth rescue, BacTiter-Glo, 24 h | Potency, µM (top dose mostly 46.1 µM), for inactives: at the highest dose growth rescue (activation), most hits filed as activators | hit rate 0.14% among 370,000; also: % of control where 0% means no effect; nearly all actives have a fitted effect of over 65% in size
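Rescue of yeast growth: cells expressing toxic alpha-synuclein, induced in galactose at OD600 0.02, incubated with compound 24 h at 30 C. ATP luminescence quantified growth; inhibitors of toxicity appear as activators.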
EPAC1 antagonist: qHTS for Antagonist of cAMP-regulated guanine nucleotide exchange factor 3 (EPAC1): primary screen. Rap guanine nucleotide exchange factor 3 (Homo sapiens), O95398. EPAC1 GEF assay, Rap1b-BODIPY-GDP exchange fluorescence. Potency, µM (doses to about 115 µM), for inactives: at the top dose activity change, negative = inhibition, actives largely listed as inhibitors. hit rate 0.14% among 360,000. AID 720709, 2013;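 also: plate controls were vehicle for no effect and positive control for full effect; nearly all actives have a fitted effect of over 50% in size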
An asterisk follows results filed as active; i = inactive; u = inconclusive; x = no result given; & = joins results of further samples; [ ] = remark or other dose. Calls follow the shape of the dose curve; as a rule, active = well fitted curve in the direction sought with a large enough effect; inconclusive = small, poorly fitted or top-dose-only effect, or another doubt; inactive = no such curve, though single readings can be large; an effect the other way counts as inactive or inconclusive. Potency is read from the fitted curve at half-maximal effect.

SMILES	EPAC2 ag	TDP-43 yeast inh	EPAC1 agonist	PTHR1 agonist	FUS suppressor	EPAC2 antagonist	aSyn rescue	EPAC1 antagonist
COc1ccccc1S(=O)(=O)c1ccccc1[N+](=O)[O-]	-1%	-22%	-2%	-11%	x	-3%	5%	4%
O=C(Nc1nnc([C@H]2C[C@H](O)[C@@H](CO)O2)s1)Nc1cccc2c1CCCC2	-3%	-1%	-3%	-15%	-3%	0%	0%	11%
COc1ccc(-n2c(=O)c3c(C)c(C)sc3n(Cc3ccc(F)cc3)c2=O)c(OC)c1	13%	-16%&-2%	5%	-13%&-4%	16%&-5%	-15%	-4%	u
CC(=O)N1N=C(c2ccccc2)OC1c1cccnc1 (stereo not drawn)	-1%	6%	3%	i	-27%	2%	1%	6%
O=S(=O)(NCC(c1ccco1)N1CCN(c2ccccc2F)CC1)c1ccc2c(c1)OCCO2 (stereo not drawn)	3%	-11%	11%	-18%	20%	-3%	5%	1%
COc1ccc(CN(C)C(=O)C2CSC3(C)CCC(=O)N23)c(OC)c1 (stereo not drawn)	6%	-6%	-4%	i	-41%	4%	9%	-6%
O=C(Nc1ccc(S(=O)(=O)Nc2nccs2)cc1)c1ccc(=O)[nH]c1	0%	1%	6%	-22%	6%	-2%	0%	-25%
CCc1cnc(Nc2nc(C(N)Cc3ccc(F)cc3)cs2)nc1 (stereo not drawn)	8%	27%	1%	-14%	-3%	8%	-5%	-8%
COc1cccc(CNc2nc3cc(-c4ccc(OC)c(OC)c4)sc3c(=O)n2C)c1	4%	21%	6%	-26%	-8%	0%	-3%	-14%
C=CCNC(=S)N(CC=C)C1CCS(=O)(=O)C1 (stereo not drawn)	0%	-7%	-12%	i	x	16%	-6%	-4%
Cc1cc(C)c(S(=O)(=O)Nc2ncn[nH]2)cc1C	4%	-9%	6%	i	4%	3%	-2%	-18%
CC1(C(=O)NC2CCCC2)CCC(=O)N1Cc1ccccc1Cl (stereo not drawn)	8%	0%	-2%	-7%[57.5 µM]	3%	2%	0%	0%

Given with two lines to a compound: part of the list above.
The line under a structure holds: EPAC2 ag, TDP-43 yeast inh, EPAC1 agonist, PTHR1 agonist, FUS suppressor, EPAC2 antagonist, aSyn rescue, EPAC1 antagonist
COc1ccccc1S(=O)(=O)c1ccccc1[N+](=O)[O-]
    -1%, -22%, -2%, -11%, x, -3%, 5%, 4%
O=C(Nc1nnc([C@H]2C[C@H](O)[C@@H](CO)O2)s1)Nc1cccc2c1CCCC2
    -3%, -1%, -3%, -15%, -3%, 0%, 0%, 11%
COc1ccc(-n2c(=O)c3c(C)c(C)sc3n(Cc3ccc(F)cc3)c2=O)c(OC)c1
    13%, -16%&-2%, 5%, -13%&-4%, 16%&-5%, -15%, -4%, u
CC(=O)N1N=C(c2ccccc2)OC1c1cccnc1 (stereo not drawn)
    -1%, 6%, 3%, i, -27%, 2%, 1%, 6%
O=S(=O)(NCC(c1ccco1)N1CCN(c2ccccc2F)CC1)c1ccc2c(c1)OCCO2 (stereo not drawn)
    3%, -11%, 11%, -18%, 20%, -3%, 5%, 1%
COc1ccc(CN(C)C(=O)C2CSC3(C)CCC(=O)N23)c(OC)c1 (stereo not drawn)
    6%, -6%, -4%, i, -41%, 4%, 9%, -6%
O=C(Nc1ccc(S(=O)(=O)Nc2nccs2)cc1)c1ccc(=O)[nH]c1
    0%, 1%, 6%, -22%, 6%, -2%, 0%, -25%
CCc1cnc(Nc2nc(C(N)Cc3ccc(F)cc3)cs2)nc1 (stereo not drawn)
    8%, 27%, 1%, -14%, -3%, 8%, -5%, -8%
COc1cccc(CNc2nc3cc(-c4ccc(OC)c(OC)c4)sc3c(=O)n2C)c1
    4%, 21%, 6%, -26%, -8%, 0%, -3%, -14%
C=CCNC(=S)N(CC=C)C1CCS(=O)(=O)C1 (stereo not drawn)
    0%, -7%, -12%, i, x, 16%, -6%, -4%
Cc1cc(C)c(S(=O)(=O)Nc2ncn[nH]2)cc1C
    4%, -9%, 6%, i, 4%, 3%, -2%, -18%
CC1(C(=O)NC2CCCC2)CCC(=O)N1Cc1ccccc1Cl (stereo not drawn)
    8%, 0%, -2%, -7%[57.5 µM], 3%, 2%, 0%, 0%

Copied from the list.
`CCc1cnc(Nc2nc(C(N)Cc3ccc(F)cc3)cs2)nc1` (stereo not drawn) – EPAC1 agonist = 1%
`O=C(Nc1nnc([C@H]2C[C@H](O)[C@@H](CO)O2)s1)Nc1cccc2c1CCCC2` – FUS suppressor = -3%

(cont.)
SMILES	EPAC2 ag	TDP-43 yeast inh	EPAC1 agonist	PTHR1 agonist	FUS suppressor	EPAC2 antagonist	aSyn rescue	EPAC1 antagonist
O=C(C1=C(O)C(=O)N(CCN2CCOCC2)C1c1ccccc1)c1cccs1 (stereo not drawn)	5%	6%	5%	i	17%	-5%	-1%	-17%
Cc1ccc([C@H]2C[C@@H](O)[C@H](n3cc(C4CC4)nn3)CN2C(=O)c2cccs2)cc1	13%	20%	-6%	i	-9%	8%	-1%	-5%
CC(C)C(=O)N1CCN(c2ccccc2NC(=O)c2cc([N+](=O)[O-])ccc2N2CCOCC2)CC1	7%	10%	1%	-28%	43%	3%	6%	12%
O=C(C[n+]1ccccc1)Nc1ccccc1[N+](=O)[O-]	3%	-5%	-14%	-14%	-12%	8%	-3%	-27%
CCOC(=O)c1cc(C(=O)NN)c(=O)[nH]c1C	-1%	-23%	-6%	i	3%	9%	0%	4%
Cc1ccc(/C(N)=N/OC(=O)c2ccc3ccccc3c2)cc1	-11%	1.3µM*	12%	i	-20%	2%	-44%[inhibitor]	-20%
CN(C)CCNC(=O)c1cc2c(=O)n(C)c3ccccc3c2n1C	2%	1%	-5%	i	-5%	-7%	u	-26%
O=C(Nc1ccc(Br)cc1F)c1cccnc1	6%	28%	-9%	i	-4%	5%	-4%	-14%
O=C(COc1ccccc1)Nc1nc(-c2cccnc2)cs1	4%	10µM*	-5%	-45%[inhibitor]	u	0%	-8%	5%
O=C(O)c1ccccc1Nc1ccc([N+](=O)[O-])cc1C(=O)O	11%	0%	0%	-11%	6%	-2%	0%	-3%
N#CCCN1CCN(Cc2cc(-c3ccccc3)ccc2O)CC1	9%	-7%	6%	16µM*	13%	-4%	-1%	-3%
Cc1cc(C)n(-c2ccc3nncn3n2)n1	6%	-12%	1%	i	-26%	6%	0%	-8%
COc1cccc(OCc2nc3ccccc3[nH]2)c1	1%	14%	-3%	-85%[inhibitor]	-12%	-28%	-7%	8%
Cn1cc(SCC(N)=O)c2ccccc21	6%	0%	-11%	i	-19%	3%	-7%	-8%
O=S(=O)(c1ccccc1)N1CCSC1c1ccco1 (stereo not drawn)	-2%	20%	0%	-10%	x	-5%	9%	-2%
COc1ccc2c(c1)C(C)(Cc1ccc(C(=O)c3ccccc3)cc1)C(=O)N2 (stereo not drawn)	12%	36%	-1%	-46%[inhibitor]	21%	-6%	4%	3%
Cc1ccc(NC(=S)N/N=C/c2c(C)[nH]c3ccccc23)cc1	22%	u	4%	-24%	u	-2%	1%	-19%
CCCn1c(CNC(=O)c2cccs2)nc2ccccc21	-1%	12%	-4%	i	-19%	-13%	2%	5%
CCCn1c(=O)c(C(=O)Nc2ccccc2C)c(O)c2ccccc21	6%	-10%	8%	i	-11%	3%	4%	-1%
C=CCNC(=O)COc1ccc(Br)cc1Cl	5%	u	-6%	-13%[57.5 µM]	-5%	-7%[57.1 µM]	0%	-20%
Cc1nc(-c2ccccc2)sc1-c1n[nH]c(=S)n1C	8%	u	6%	i	-5%	-4%	4%	-4%
COc1ccc(NC(=O)COC(=O)CNC(=O)COc2ccccc2)cc1OC	13%	0%	-4%	24%	9%	0%	-9%	3%
Cc1ccc(S(=O)(=O)NN=C2C3CC4CC(C3)CC2C4)cc1[N+](=O)[O-]	-12%	4%	-1%	8%	x	-11%	-5%	-22%
O=c1oc2ccccc2n1Cc1cccc(C(F)(F)F)c1	8%	u	-15%	-37%[inhibitor]	4%	-3%	21%	-3%
C[C@H](CO)N1C[C@H](C)[C@@H](CN(C)S(=O)(=O)c2ccccc2)Oc2c(NC(=O)Nc3ccccc3)cccc2C1=O	12%	12%	-7%	i	35%	-5%	1%	-11%
CCC(CO)Nc1ccc(-c2n[nH]c(=O)c3ccccc23)cc1[N+](=O)[O-] (stereo not drawn)	4%	-9%	-8%	-5%	-11%	8%	-2%	6%
COc1ccc2nc(C)cc(SCC(=O)NNC(=O)COc3cccc4ccccc34)c2c1	-15%	23%	-12%	i	x	-11%	10%	-17%
CC(C)(C)c1ccc(C(=O)Nc2nnc(C3=COCCO3)o2)cc1	-3%	u	-1%	i	12%	3%	13%	9%
Cc1ccccc1CS(=O)(=O)c1snnc1C	10%	0%	4%	-31%[inhibitor]	2%	2%	0%	12%
O=C(/C=C/c1ccccc1)N(Cc1cccs1)C1CCS(=O)(=O)C1 (stereo not drawn)	4%	-1%	-6%	i	9%	-2%	-1%	2%
COC(=O)Cc1c(O)ccn(CCc2ccc(S(N)(=O)=O)cc2)c1=O	5%	3%	3%	-15%	-30%	2%	-6%	2%

Source: PubChem BioAssay (National Center for Advancing Translational Sciences (NCATS))

The list is partial. The share of hits here may be higher or lower than overall.
